Screens as filed in PubChem BioAssay.
S1P3 agonist: agonists of human S1P3 receptor; hit rate 0.1% among 60,000; Q99500; activation, % at 4.5 µM; S1P3 NFAT-BLA reporter cells, agonism, FRET ratio; relative to 1 µM S1P, basal subtracted;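 active = activation above the screen-wide mean plus 3 SD, cut at about 4.5% in these data, passing the limit was not always enough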; also: some compounds called inactive have numbers as strong as hits
Target sequence (Q99500 whole entry, looked up): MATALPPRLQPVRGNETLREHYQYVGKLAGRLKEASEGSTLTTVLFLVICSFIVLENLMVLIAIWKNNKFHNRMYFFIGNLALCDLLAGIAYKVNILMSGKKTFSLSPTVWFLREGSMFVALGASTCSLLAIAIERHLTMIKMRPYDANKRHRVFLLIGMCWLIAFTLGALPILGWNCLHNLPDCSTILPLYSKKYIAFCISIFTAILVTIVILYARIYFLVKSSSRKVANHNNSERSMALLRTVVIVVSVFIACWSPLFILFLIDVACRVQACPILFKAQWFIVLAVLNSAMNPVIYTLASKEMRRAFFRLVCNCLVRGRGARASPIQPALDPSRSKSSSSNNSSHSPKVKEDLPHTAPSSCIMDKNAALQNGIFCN
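Measure – % activation relative to 1 µM S1P (100%), per plate · System – stable CHO line with human S1P3, Gα16, NFAT-BLA reporter · Timing – cells plated overnight, compound 4 h 37 °C, substrate 2 h RT · Technique – fluorescent BLA substrate, ex 405 nm, em 460/535 nm ratio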
S1P1 ag-PAM: activates or potentiates agonism at human S1P1 receptor. P21453. hit rate 0.57% among 56,000. S1P1 CRE-bla cells, forskolin, beta-lactamase FRET, potentiator mode; S1P1 agonist co-added at EC20, 2 nM; 100% = saturating reference agonist, 0% = basal. activation, % at 9.5 µM. AID 449;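 active = activation above a cutoff set at the mean activation of all tested compounds plus 3 SD, cut at about 54% in these data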;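 also: forskolin at 4 µM as EC80 and the EC20 agonist is SEW2871; 100% = SEW2871 at its EC100 plus forskolin at EC80; some compounds past the cut are filed as inactive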
M1 ag: agonists of M1 muscarinic receptor | CHO-M1 cells, Fluo-4 calcium fluorescence, agonist mode; active compounds read high | B-score at 10 µM | hit rate 3% among 64,000 | AID 626;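 active = fluorescence rise, raw or as B-score row- and column-corrected plate score, outside the 99.7% band of its plate's samples, either direction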
Jurkat tox 60K: reduces viability or proliferation of Jurkat cells; Jurkat E6.1 viability, ATP luminescence, 48 h; inhibition, % at 4 µM; hit rate 1.2% among 56,000;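 active = inhibition above the mean inhibition of all tested compounds plus 3 SD, cut at about 28% in these data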
HEK293 NFkB inh: lowers PMA/ionomycin-induced NF-kB signal in HEK293 cells. AID 465. HEK-293 NF-kB luciferase reporter, luminescence. hit rate 0.21% among 62,000. inhibition, % at 3 µM;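 active = inhibition above the mean of all tested compounds plus 3 SD, cut at about 40% in these data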;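 also: 0% = stimulated DMSO wells and 100% = 10 µM reference inhibitor 5653914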
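Reagent: PMA plus ionomycin mix as NF-kB-activating stimulus. Assay system: NF-kB luciferase reporter HEK-293 cells. Technique: luminescence from luciferase substrate reagent. Incubation: 1 h compound pre-incubation, 16 h PMA/ionomycin at 37 °C. Benchmarks: DMSO only as uninhibited control, 10 µM reference inhibitor as full inhibition. Repeats: tested once.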
D1 mod: D1 dopamine receptor (human) allosteric modulation; HEK293 D1, CRE-luciferase, dopamine EC30 potentiation; actives deviate in either direction; B-score at 10 µM; hit rate 5.9% among 58,000; AID 641;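 active = luminescence count or its row- and column-corrected plate score outside the 99.7% band of the plate's sample wells, on either side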
M1 antag: blocks the rat M1 muscarinic receptor response to acetylcholine. hit rate 3.4% among 64,000. CHO-M1 cells, Fluo-4 calcium, ACh EC80 antagonist mode; active compounds read low. B-score at 10 µM. P08482;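 active = calcium fluorescence response, raw or row-and-column corrected B-score, differing from the plate sample mean either way at a set confidence level, mostly lower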
Target sequence (P08482 whole entry, looked up): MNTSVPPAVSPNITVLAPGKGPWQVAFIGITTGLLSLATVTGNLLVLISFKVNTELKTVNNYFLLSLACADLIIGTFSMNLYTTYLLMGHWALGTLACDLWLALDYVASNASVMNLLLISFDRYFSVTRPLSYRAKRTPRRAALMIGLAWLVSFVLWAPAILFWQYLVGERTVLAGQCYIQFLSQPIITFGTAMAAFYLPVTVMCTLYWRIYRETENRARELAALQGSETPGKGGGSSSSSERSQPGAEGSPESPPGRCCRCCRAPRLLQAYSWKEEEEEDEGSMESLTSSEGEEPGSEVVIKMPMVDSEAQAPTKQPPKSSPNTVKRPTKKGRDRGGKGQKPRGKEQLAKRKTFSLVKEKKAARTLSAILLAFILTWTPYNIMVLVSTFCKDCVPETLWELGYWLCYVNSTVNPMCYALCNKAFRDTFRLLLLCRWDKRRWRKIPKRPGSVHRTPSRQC
Ec RNAP inh: inhibitors of Escherichia coli RNA polymerase. P0A8V2. E. coli RNA polymerase, fluorescence transcription assay. inhibition, %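 (tested at 10 µM)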. hit rate 0.2% among 62,000. AID 559; in the data active = inhibition above about 20%;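 also: 0% = enzyme without compound and 100% = no enzyme blank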
TNAP act mid DEA: activators of human TNAP at intermediate phosphate acceptor. P05186. purified TNAP, CDP-star luminescence, 100 mM DEA, 30 min; active compounds read high; scale: 0 levamisole-inhibited, 1 vehicle-only enzyme. activation factor at 20 µM. 64,000 tested, under 10 active. AID 813;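 active = activation factor of at least 2 at 20 µM, relative to controls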
* marks the source's active call; other numbers are inactive results; nt = no result given.

SMILES | S1P3 agonist | S1P1 ag-PAM | M1 ag | Jurkat tox 60K | HEK293 NFkB inh | D1 mod | M1 antag | Ec RNAP inh | TNAP act mid DEA
Cc1ccc(/C(O)=C2\C(=O)C(=O)N(c3cc(C)on3)C2c2cccc(Br)c2)cc1 (configuration not stated) | -0.8 | -16 | 0.49 | 0 | 23 | 0.044 | -0.37 | 4 | 0.9
CC(C)c1nc(NCC2CCCO2)c(C#N)c2c1COC(C)(C)C2 (configuration not stated) | -5.2 | -8 | 0.29 | nt | nt | 5.1 | -1.2 | 1 | 0.9
CC(Sc1nc(N2CCOCC2)c2c(c1C#N)CC(C)(C)OC2)C(=O)Nc1ccccc1 (configuration not stated) | 0.2 | nt | 0.074 | -3 | 19 | 5.2* | 0.042 | 3 | 1
Cn1c(=O)[nH]c(=O)c2c1nc(N1CCc3ccccc3C1)n2CCSc1nc2ccccc2s1 | -0.7 | -6 | 0.25 | -5 | -1 | 1.6 | 0.0055 | 5 | 1
CC(C)CC(OC(=O)c1ccco1)C(=O)NC1CCCCC1 (configuration not stated) | 1.3 | -9 | -1.6 | -7 | -4 | 0.53 | 0.54 | -1 | 1
O=C(Cn1cnc2ccccc2c1=O)NCc1ccco1 | 0.2 | nt | -0.46 | -6 | 3 | -0.92 | 1.3 | 1 | 0.9
Cc1ccc(C)c(Cn2nnc3c(=O)[nH]c(C4CCCN(C(=O)C5CCCCC5)C4)nc32)c1 (configuration not stated) | -0.2 | -24 | -0.94 | 7 | -2 | 1.3 | 0.48 | 9 | 0.9
CCCCC(NC(C)=O)c1nc2ccccc2n1CCC (configuration not stated) | nt | nt | 0.34 | nt | 18 | 0.0047 | -0.33 | 4 | 0.9
Cn1c(NCC2CCCO2)nc2c1c(=O)n(Cc1ccccc1)c(=O)n2C (configuration not stated) | -0.7 | 17 | -0.067 | 4 | 11 | -0.15 | 0.31 | 2 | 0.9
CCC(=O)Nc1cccc(Br)c1 | 0.1 | nt | 0.89 | 1 | 8 | 0.51 | -2.2 | 4 | 0.9
Cc1ccc(C(=O)C2CCNCC2)cc1 | -1.8 | 8 | 0.12 | -2 | 7 | -1.8 | 0.33 | 3 | 0.9
CCSc1nc2c(c(=O)n1CC)SC(C)C2 (configuration not stated) | -0.3 | -41 | 0.1 | -9 | 7 | 5.5* | 0.6 | 12 | 0.9
CC1CCN(Cc2c(C#N)c3ccccc3n2C)CC1 | nt | nt | 0.55 | nt | 9 | -0.085 | -0.02 | 4 | 0.9
Brc1ccccc1-c1nnc(COc2ncnc3c2cnn3-c2ccccc2)o1 | -1.4 | 14 | -0.46 | 2 | 12 | 0.76 | 0.27 | nt | 1
O=C(NCC1CCCO1)c1c(O)c2ccccc2[nH]c1=O (configuration not stated) | -0.3 | -19 | -0.028 | -2 | -14 | 1.9 | -0.067 | 13 | 0.9
COCc1[nH]nc2c1C(c1ccc(F)cc1F)C(C#N)=C(N)O2 (configuration not stated) | -0.3 | -4 | 0.0013 | -7 | 9 | -0.35 | 0.029 | 9 | 1
Cn1c(SCC(=O)N2CCOCC2)nnc1-c1ccccc1 | -0.8 | nt | -1.2 | -5 | 16 | -0.0061 | -0.28 | 4 | 1
Cc1cc(C(=O)NCC2CCCO2)n(-c2ccccc2)n1 (configuration not stated) | -1.2 | -4 | 0.51 | 9 | 17 | -0.082 | -0.15 | 6 | 0.9
CCOC(=O)c1cc2c(=O)n3cccc(C)c3nc2n(C)c1=N | -1.3 | -18 | 0.0097 | nt | nt | nt | 0.71 | -28 | 0.9
C#CCOC(=O)CCC(=O)NCCc1ccccc1 | -1.5 | -6 | nt | 3 | 19 | 2.1 | nt | -2 | 1
Cc1ccc(S(=O)(=O)N2CCN(C(=O)c3cccc(F)c3)CC2)cc1 | -0.2 | nt | 0 | 3 | 9 | 0.31 | 0.41 | 11 | 0.9
CCOCCn1c(CN(C)Cc2ccccc2)nc2c1c(=O)n(C)c(=O)n2C | -0.6 | 4 | -0.31 | 6 | 4 | -0.76 | 0.45 | 8 | 1
CC1CCCCC1NC(=O)CSc1nnc(N)s1 (configuration not stated) | -0.3 | nt | -0.21 | -6 | 7 | -0.059 | -0.27 | 5 | 1
O=C(NCCN1CCOCC1)c1cc(-c2ccc(Br)cc2)on1 | 0.0 | -45 | 0.38 | 4 | -2 | -0.27 | -0.17 | 10 | 1
O=C(OCC(=O)N1CCN(C(=O)c2ccco2)CC1)c1ccccc1OCc1ccccc1 | nt | nt | 5.1 | nt | 8 | -0.26 | -0.084 | 3 | 0.9

Arranged by value in D1 mod (falling): 3 of the compounds above.
Compound | S1P3 agonist | S1P1 ag-PAM | M1 ag | HEK293 NFkB inh | D1 mod | M1 antag | Ec RNAP inh | TNAP act mid DEA
CCSc1nc2c(c(=O)n1CC)SC(C)C2 (configuration not stated) | -0.3 | -41 | 0.1 | 7 | 5.5* | 0.6 | 12 | 0.9
O=C(NCCN1CCOCC1)c1cc(-c2ccc(Br)cc2)on1 | 0.0 | -45 | 0.38 | -2 | -0.27 | -0.17 | 10 | 1
O=C(Cn1cnc2ccccc2c1=O)NCc1ccco1 | 0.2 | nt | -0.46 | 3 | -0.92 | 1.3 | 1 | 0.9

Following part
SMILES | S1P3 agonist | S1P1 ag-PAM | M1 ag | Jurkat tox 60K | HEK293 NFkB inh | D1 mod | M1 antag | Ec RNAP inh | TNAP act mid DEA
Cn1c(C(=O)NCC2CCCO2)cc2c(=O)[nH]c3ccccc3c21 (configuration not stated) | 0.7 | -18 | 0.52 | 8 | 17 | 0.74 | -0.32 | 6 | 0.9
CCOc1ccccc1OCCCCN1CCCC1 | -0.6 | nt | 0.45 | 8 | 7 | -0.82 | -0.33 | 11 | 0.8
N#CC1=C(SCc2ccccc2)NC(=O)CC1c1ccc(O)cc1 (configuration not stated) | 0.1 | -10 | 0.11 | -3 | 10 | 0.046 | 0.15 | nt | nt
CCn1c(SCC(=O)N2CCCC2)nc2ccccc2c1=O | -0.1 | 2 | -0.38 | -6 | 14 | 0.64 | -0.23 | 8 | 0.9
Cc1ccc(C)c(NS(=O)(=O)c2c(C)ccc3nsnc23)c1 | 0.0 | -45 | 0.52 | -6 | 10 | -0.66 | -0.015 | 11 | 0.9
COc1ccccc1C1CC(c2ccc(Cl)cc2Cl)Nc2nc(N)nn21 (configuration not stated) | -0.2 | -27 | -0.052 | -1 | 5 | 1.4 | 0.24 | 2 | 1
Cc1cc(C(=O)Nc2cccnc2)no1 | -0.7 | 14 | 1.2 | -2 | 2 | -0.33 | 0.22 | -16 | 0.8
C[N+]1(CCN2C(=O)C3CC=C(Cl)CC3C2=O)CCOCC1 (configuration not stated) | 9.4 | -33 | 0.14 | 7 | 15 | -0.34 | 0.31 | -12 | 1
Cn1cc(/C=N/n2cnc3sc4c(c3c2=O)CCCC4)c2ccccc21 | -2.2 | -1 | 0.3 | 5 | 10 | -0.16 | 0.29 | 8 | 1
O=C(COC(=O)c1ccco1)NC1CCCCC1 | -0.1 | 6 | 0.32 | -5 | 8 | nt | 0.039 | 9 | 1
Cn1c(=O)c2c(ncn2CC(=O)OCC(=O)NC2CCCc3ccccc32)n(C)c1=O (configuration not stated) | 1.7 | -13 | -0.99 | -5 | 13 | 2.6 | -0.3 | 3 | 1
CCOC(=O)N1CCN(C(=O)c2ccc3c(c2)ncn3C2CCCC2)CC1 | -1.2 | -6 | 1.6 | 1 | 22 | 0.52 | -2.3* | -3 | 0.9
CCCOc1ccc(C(C)(O)CN2CCOCC2)cc1 (configuration not stated) | -2.2 | -12 | -0.21 | 6 | 24 | -0.12 | -1.5 | 4 | 0.9
Cc1cccc(NC(=O)N2CCC(NC(=O)c3ccccc3C)CC2)c1 | -0.3 | -25 | 0.39 | 4 | 7 | -0.82 | -0.45 | 7 | 0.9
Cc1ccnc(N2CCC(C(=O)Nc3ccc4c(c3)OCO4)CC2)n1 | -0.6 | -7 | -0.091 | 2 | 7 | -0.073 | 0.48 | 0 | 1
COc1ccc(-c2cc(-c3ccc(F)cc3)nc(N3CCN(C)CC3)n2)cc1 | -0.1 | -23 | -0.77 | 2 | 19 | -3.8 | 0.42 | 0 | 1
Cc1ccc2[nH]c(=O)c(CN(Cc3ccc4c(c3)OCO4)Cc3nnnn3Cc3ccco3)cc2c1 | -0.8 | -10 | -1.2 | 9 | 6 | -1.8 | -0.00094 | 7 | 0.9
CC1(C)CC(=O)C2=C(C1)OC(N)=C(C#N)C2c1ccccc1 (configuration not stated) | -0.7 | -22 | 0.93 | -1 | 2 | 0.87 | -0.36 | 7 | 1
C=CCc1cccc(CNc2nc3ccccc3n2CCN2CCOCC2)c1O | -0.7 | 13 | -0.3 | 1 | 7 | -0.033 | 0.45 | -4 | 1
COc1ccc(-c2nnn(CC(=O)N(C3CCCCC3)C(C)C(=O)NC3CCCC3)n2)cc1OC (configuration not stated) | -0.5 | -2 | 0.14 | 4 | 6 | 3.3 | 0.11 | 12 | 0.9
CC(=O)Nc1ccc(NC(=O)Cn2cnc3c(cnn3C(C)(C)C)c2=O)cc1 | -0.6 | 5 | -0.48 | -6 | 16 | 0.44 | 1.2 | 9 | 0.9
CNC(=O)C1CC(=O)N(Cc2ccc3c(c2)OCO3)C(=Nc2ccc(OC)cc2)S1 (configuration not stated) | -1.5 | -5 | -0.77 | 5 | 18 | -0.89 | 0.5 | -1 | 0.9
COc1ccc(OC)c(C2/C(=C(\O)c3c(C)nc4ccccn34)C(=O)C(=O)N2CCCN(C)C)c1 (configuration not stated) | -0.8 | -4 | 1.2 | 2 | 20 | -0.57 | 2.4* | 1 | 0.8
CCS(=O)(=O)c1ccc(S(=O)(=O)CC)s1 | -0.7 | -25 | 0.9 | -2 | 14 | 0.11 | 0.53 | 7 | 0.9
COc1ccc(CN2CCN(C(=O)CN3C(=O)C4C5C=CC(C5)C4C3=O)CC2)c(OC)c1OC (configuration not stated) | -1.2 | 14 | -0.11 | 7 | 19 | -0.0062 | 0.17 | 5 | 1
O=C(COC(=O)C1COc2ccccc2O1)NC(=O)Nc1ccc2c(c1)OCCO2 (configuration not stated) | 0.4 | 13 | -0.76 | -4 | -7 | 0.56 | -0.51 | 5 | 0.9
CCc1cc2c(NCc3ccco3)ncnc2s1 | nt | nt | -0.49 | nt | 16 | nt | -0.27 | 6 | 0.8
COc1ccccc1OCCNC(=O)c1ccc(S(=O)(=O)N(C)C)cc1 | -1.0 | nt | 0.81 | 5 | 17 | -0.095 | 0.24 | 6 | 1.1
CCC(=O)NCCC(c1ccco1)c1ccccc1OC (configuration not stated) | nt | nt | 1.2 | nt | 1 | -0.43 | -0.28 | 4 | 0.9

Single records (already shown). Screens in order: S1P3 agonist, S1P1 ag-PAM, M1 ag, Jurkat tox 60K, HEK293 NFkB inh, D1 mod, M1 antag, Ec RNAP inh, TNAP act mid DEA
COc1ccc(-c2cc(-c3ccc(F)cc3)nc(N3CCN(C)CC3)n2)cc1 as listed: -0.1, -23, -0.77, 2, 19, -3.8, 0.42, 0, 1
CNC(=O)C1CC(=O)N(Cc2ccc3c(c2)OCO3)C(=Nc2ccc(OC)cc2)S1 (configuration not stated) as listed: -1.5, -5, -0.77, 5, 18, -0.89, 0.5, -1, 0.9
Cc1ccnc(N2CCC(C(=O)Nc3ccc4c(c3)OCO4)CC2)n1 as listed: -0.6, -7, -0.091, 2, 7, -0.073, 0.48, 0, 1
CCOC(=O)N1CCN(C(=O)c2ccc3c(c2)ncn3C2CCCC2)CC1 as listed: -1.2, -6, 1.6, 1, 22, 0.52, -2.3*, -3, 0.9

Not a hit list; 12% or so of the library scored in one or more.
